Screening data as filed in PubChem BioAssay.
V-ATPase pH – regulators of yeast V-ATPase proton pumping, primary screen, pHLuorin cytosolic pH fluorescence. S. cerevisiae. hit rate 0.37% among 350,000. response, % at 10 µM. AID 504577, 2011; in the data active = response mostly above about 7.3%, no sharp cut-off; inactive = mostly below about 5.4%; note: actives read high; inactives centre near 0; some compounds called inactive have numbers as strong as hits; reference of the scale not given here
Wnt bcat act – Wnt/beta-catenin pathway activators, primary screen, cell-based, plate reader, single point; Wnt/beta-catenin reporter cell assay, activator; hit rate 1.2% among 300,000; activation, % at 9.35 µM; in the data active = activation above about 30%, passing the limit was not always enough;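 note: 0% = neutral control wells and 100% = positive control wells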
Cardiac RTF inh – cardiac RTF calcium sensitivity inhibitors, primary screen, biochemical, IANBD-TnC fluorescence, EC70 calcium. IANBD-labeled cardiac RTF, Ca2+ fluorescence. inhibition, % at 7.15 µM. hit rate 0.12% among 340,000. Troponin I, cardiac muscle (Homo sapiens) + Troponin T, cardiac muscle (Homo sapiens) + …;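 active = inhibition above the mean inhibition of all tested compounds plus 3 SD, cut at about 17% in these data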;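 note: assay run at fixed EC70 calcium of 1.6 mM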
OPRM1-OPRD1 ag – agonists of OPRM1-OPRD1 heterodimerization, primary screen, cell-based, luminescence | Mu-type opioid receptor (Homo sapiens) + Delta-type opioid receptor (Homo sapiens), … | cells | activation, % at 9.3 µM | hit rate 0.3% among 340,000 | AID 504326, 2011; in the data active = activation above about 18%;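 note: 0% = vehicle-treated cells and 100% = reference agonist; values of inactives mirror those of a sister screen read the other way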
Arr AP2 block – inhibitors of beta-arrestin/AP2 binding, primary screen, biochemical, GPCR trafficking, flow cytometry; beta-arrestin 1 C-terminal peptide binding to AP2 beta2-adaptin appendage (human); FITC-arrestin peptide / GST-AP2 beads; AP2 beta2 appendage carries R879A mutation; inhibition, % at 10 µM; hit rate 0.31% among 340,000; AID 504490, 2011;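 active = inhibition above a set limit, near 3 SD of compounds lacking own fluorescence, cut at about 54% in these data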;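 note: plate controls were DMSO wells for no effect and 5 µM unlabelled arrestin peptide for full effect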
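Assay system: GST-AP2 R879A bound to glutathione beads, E. coli-expressed; Medium: PBS with 0.05% Tween 20 and 0.1% BSA; Also added: fluorescein-tagged arrestin peptide at 50 nM final; Timing: 12 min plus 1 h, RT; Measured by: flow cytometry, FL1 (488/535 nm); Evaluation: percent drop in bead-associated FITC signal.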
LANA DNA inh – inhibitors of KSHV C-LANA binding to DNA, primary screen, biochemical, fluorescence polarization, FAM-LBS DNA, MBP-C-LANA, single point; inhibition, % at 9 µM; Kaposi's sarcoma herpesvirus LANA C-terminal domain (residues 932-1162) DNA binding; AID 504423, 2011; hit rate 0.078% among 340,000;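 active = highest replicate inhibition at or above 60% at 9 µM, even if other replicates fall short; inactive = all replicates below 60% inhibition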;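 note: 0% = neutral control wells and 100% = 4 µM acridine orange control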
RTF Ca sens act – cardiac RTF calcium sensitivity activators, primary screen, biochemical, IANBD-TnC fluorescence, EC20 calcium; Troponin I, cardiac muscle (Homo sapiens) + Troponin T, cardiac muscle (Homo sapiens) + …; IANBD-labeled TnC RTF fluorescence at EC20 calcium; 0% EC20 calcium, 100% full calcium; activation, % at 7.2 µM; hit rate 0.24% among 340,000; AID 493008, 2010;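 active = activation above the mean over all tested compounds plus 3 SD, cut at about 30% in these data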;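 note: rise in fluorescence read as greater calcium sensitivity of cardiac thin filaments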
Keap1 Nrf2 FP – Keap1-Nrf2 protein-protein interaction inhibitors, primary screen, biochemical, fluorescence polarization, single point; Kelch-like ECH-associated protein 1 (Homo sapiens), Q14145; Keap1 Kelch-Nrf2 peptide fluorescence polarization, 1536-well; inhibition, % at 9.4 µM; hit rate 0.15% among 340,000; AID 504523, 2011; in the data active = inhibition above about 12%;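 note: human Keap1 Kelch domain with fluorescein labeled Nrf2 9mer peptide probe; 0% = neutral control wells and 100% = peptide positive control; higher means more block of Keap1 binding to Nrf2 peptide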
Target sequence (Q14145 whole entry, looked up, the tested form may be a part): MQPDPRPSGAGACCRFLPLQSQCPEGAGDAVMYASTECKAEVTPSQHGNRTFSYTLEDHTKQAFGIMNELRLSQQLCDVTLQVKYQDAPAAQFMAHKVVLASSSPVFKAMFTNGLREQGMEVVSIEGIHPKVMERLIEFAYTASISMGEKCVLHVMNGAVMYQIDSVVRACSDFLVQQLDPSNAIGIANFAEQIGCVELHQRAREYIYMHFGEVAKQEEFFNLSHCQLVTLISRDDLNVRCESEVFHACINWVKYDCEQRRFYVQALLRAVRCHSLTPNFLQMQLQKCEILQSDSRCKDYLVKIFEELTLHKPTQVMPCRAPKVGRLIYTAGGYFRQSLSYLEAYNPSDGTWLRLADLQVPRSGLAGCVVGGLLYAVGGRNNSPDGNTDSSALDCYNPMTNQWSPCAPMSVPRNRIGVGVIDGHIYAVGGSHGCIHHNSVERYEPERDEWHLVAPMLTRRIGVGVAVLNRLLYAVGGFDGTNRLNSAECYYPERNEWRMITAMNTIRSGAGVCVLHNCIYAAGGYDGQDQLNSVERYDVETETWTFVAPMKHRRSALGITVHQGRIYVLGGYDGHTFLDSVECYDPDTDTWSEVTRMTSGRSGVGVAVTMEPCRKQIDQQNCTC
OPRM1-OPRD1 inv – inverse agonists of MOR-DOR heterodimerization, primary screen, cell-based, luminescence; Mu-type opioid receptor (Homo sapiens) + Delta-type opioid receptor (Homo sapiens), …; cell-based MOR-DOR heterodimer luminescence, inverse agonism; inhibition, % at 9.3 µM; hit rate 0.21% among 340,000; in the data active = inhibition above about 22%, passing the limit was not always enough;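 note: 0% = cells with DMSO and 100% = wells without cells with DMSO; values of inactives mirror those of a sister screen read the other way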
Pemphigus Ab inh – inhibitors of pemphigus antibody binding to DSG3, primary screen, biochemical, bead-based, flow cytometry, scFv-GFP | Desmoglein-3 (Homo sapiens), P32926 | DSG3-coupled beads, scFv-anti-DSG3-GFP binding; stronger effect = lower value | hit rate 0.48% among 310,000 | binding (percent of control), % at 10 µM;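 active = binding more than 3 SD below its plate's average and above zero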; note: some compounds called inactive have numbers as strong as hits
* hit, by the source's call; x = no result given. An unsorted share of the library (roughly 3.1% active in at least one column).

SMILES | V-ATPase pH | Wnt bcat act | Cardiac RTF inh | OPRM1-OPRD1 ag | Arr AP2 block | LANA DNA inh | RTF Ca sens act | Keap1 Nrf2 FP | OPRM1-OPRD1 inv | Pemphigus Ab inh
CCC1(CC)C(=O)NC(=O)NC1=NCCc1c[nH]c2ccccc12 | -6 | -3 | -1 | 0.2 | 10 | -0.6 | -2 | -1 | -1 | 104
CCn1c(SCC(=O)NC2CCCCC2)nnc1-c1ccccc1F | 4 | 0 | -8 | 0.7 | 40 | 1.1 | -2 | -1 | -4 | 97
COc1ccc(Cl)cc1NS(=O)(=O)c1c(C)[nH]c(=O)[nH]c1=O | -2 | 2 | 1 | -1.9 | -1 | 1.7 | -1 | -3 | 11 | 92
CN1CCN(S(=O)(=O)c2ccc(-c3noc(C4CCN(S(C)(=O)=O)CC4)n3)cc2)CC1 | -1 | x | -1 | -2.2 | 7 | 0.1 | -9 | -2 | 12 | 99
Cc1cc(C)c(OCCCNC2CCCC2)c(Br)c1 | 3 | -2 | 5 | 1.4 | 29 | 1.0 | -3 | 2 | -7 | 97
OCC1(Cc2cccc(F)c2)CCN(Cc2ccc3cccc(F)c3n2)CC1 | -3 | -2 | -3 | -2.7 | -3 | -0.1 | 7 | 0 | 13 | 101
CN(C)CCOc1nc(-c2ccccc2)nc2c1oc1ccccc12 | -2 | x | -9 | 1.1 | 3 | 1.3 | -4 | 2 | -6 | 107
CCCCOC(=O)c1cccnc1 | 0 | 4 | -6 | -0.6 | 7 | -1.4 | 5 | -4 | 3 | 97
CN(C)c1cccc(C(=O)N2CCCC(CCC(=O)NCc3ccccc3F)C2)c1 (centres undefined) | 0 | -2 | -4 | -0.7 | 29 | -0.4 | -4 | 2 | 4 | 101
O=C(NCc1ccco1)C(NS(=O)(=O)c1cccc2nsnc12)c1ccccc1 (centres undefined) | -5 | -2 | -2 | -2.2 | 9 | 2.3 | -4 | -2 | 14 | 101
Cc1cc(NC(=O)COC(=O)c2cccc(OCc3ccccc3)c2)no1 | 1 | -3 | -8 | 4.2 | 2 | 0.3 | 3 | 1 | -23 | 104
Cc1ccc(/C=N/NC(=O)c2cc(C)oc2C)o1 | 1 | x | -1 | -2.9 | -6 | -2.6 | -4 | -2 | 16 | 98
Cc1ccc(-c2nc(SCC(=O)NCC3CCCO3)c(-c3ccc(Cl)cc3)[nH]2)cc1 (centres undefined) | -4 | -3 | -8 | 1.8 | 5 | -1.0 | 0 | -5 | -10 | 106
Cc1cc(=O)[nH]c(SCC(=O)Nc2ccc(S(=O)(=O)N3CCOCC3)cc2)n1 | -2 | x | -12 | -2.8 | -9 | 3.8 | -4 | 0 | 15 | 101
CCOc1ccc(-c2c(C(=O)N/N=C/c3ccc(OC(C)C)cc3)nnn2-c2nonc2N)cc1 | 0 | x | -3 | 0.4 | 6 | 0.2 | 8 | -2 | -2 | 100
CC(=O)c1sc(NC(=O)c2ccccc2F)nc1-c1ccccc1 | -1 | 0 | -6 | -0.2 | 37 | -1.1 | 4 | -4 | 1 | 105
Cc1ccccc1C(=O)NNC(=O)c1ccc2nc[nH]c2c1 | -1 | -2 | 7 | 2.2 | -5 | -0.4 | 4 | 1 | -15 | 110
CC(C)N1CCc2c(sc(NC(=O)c3ccc(S(=O)(=O)N4CCc5ccccc54)cc3)c2C(N)=O)C1 | 1 | x | -20 | 1.0 | -1 | 1.6 | 15 | -6 | -6 | 168
CN(C(=O)/C=C/c1ccc(F)cc1)C1CCCCC1 | 3 | 0 | x | x | 7 | x | x | x | x | 108
Cc1ccc(-n2cc(C(=O)c3ccc(F)cc3)nn2)cc1Cl | -4 | x | 4 | -2.1 | 34 | -0.1 | -4 | -4 | 9 | 108
CCN(CC)c1ccc2cc(C(N)=O)c(=N)oc2c1 | -3 | 1 | x | x | 16 | -4.0 | x | -209 | x | 115
Cc1cccnc1NC(=O)C1CCC1 | 3 | x | 8 | 0.5 | 26 | 0.7 | -3 | 2 | -3 | 110
CCCCOc1ccc(C(=O)Nc2ccc(C)cc2[N+](=O)[O-])cc1 | -2 | 1 | -9 | -0.8 | 5 | 1.3 | -6 | 4 | 5 | 91
Cc1nc2cc(NS(=O)(=O)c3ccc(Br)cc3)ccc2n1C | 2 | -1 | 0 | -1.1 | -24 | -1.2 | 3 | -1 | 6 | 99
CN(C#N)c1nccc(-c2cccs2)n1 | 2 | 4 | 2 | 0.2 | 0 | 0.8 | -5 | -2 | -1 | 82

Shown as labelled records: entries from further up
Compound: CCOc1ccc(-c2c(C(=O)N/N=C/c3ccc(OC(C)C)cc3)nnn2-c2nonc2N)cc1
- V-ATPase pH: 0
- Wnt bcat act: x
- Cardiac RTF inh: -3
- OPRM1-OPRD1 ag: 0.4
- Arr AP2 block: 6
- LANA DNA inh: 0.2
- RTF Ca sens act: 8
- Keap1 Nrf2 FP: -2
- OPRM1-OPRD1 inv: -2
- Pemphigus Ab inh: 100
Compound: CCCCOc1ccc(C(=O)Nc2ccc(C)cc2[N+](=O)[O-])cc1
- V-ATPase pH: -2
- Wnt bcat act: 1
- Cardiac RTF inh: -9
- OPRM1-OPRD1 ag: -0.8
- Arr AP2 block: 5
- LANA DNA inh: 1.3
- RTF Ca sens act: -6
- Keap1 Nrf2 FP: 4
- OPRM1-OPRD1 inv: 5
- Pemphigus Ab inh: 91

(more compounds)
SMILES | V-ATPase pH | Wnt bcat act | Cardiac RTF inh | OPRM1-OPRD1 ag | Arr AP2 block | LANA DNA inh | RTF Ca sens act | Keap1 Nrf2 FP | OPRM1-OPRD1 inv | Pemphigus Ab inh
COc1ccc(CN(C)C(=S)Nc2ccc(OC(F)F)cc2)cc1 | -3 | -1 | -7 | 0.2 | 4 | -0.9 | 4 | -2 | -1 | 101
Cc1cc(NC(=O)c2cccc(C)c2[N+](=O)[O-])no1 | -2 | 2 | 3 | -0.1 | 4 | 8.0 | -8 | 3 | 1 | 102
CC(=O)N1C(=O)C2(C(C#N)=C(N)Oc3c2c(C)nn3-c2ccccc2)c2ccccc21 (centres undefined) | -2 | x | 7 | 6.0 | 16 | -0.5 | -3 | 0 | -34 | 105
O=C1C=C(Nc2ccc(O)cc2)CC(c2ccco2)C1 (centres undefined) | 5 | -2 | -7 | 1.1 | 8 | 0.8 | 5 | 0 | -6 | 103
O=C1Nc2ccc(S(=O)(=O)N3CCCC3)c3cccc1c23 | 3 | x | 6 | -3.1 | 6 | -0.7 | 1 | -5 | 18 | 98
CO/N=C\c1cc(C(=O)c2ccc(Cl)cc2Cl)cn1C | 0 | -1 | x | x | 9 | 0.8 | x | -7 | x | 105
CC(NC(=O)c1ccco1)C12CC3CC(CC(C3)C1)C2 (centres undefined) | -1 | -2 | -3 | 1.1 | -15 | -0.8 | 0 | -7 | -5 | 91
CCc1cc(=O)oc2cc(C)cc(OCC(=O)C(C)(C)C)c12 | 1 | -7 | -13 | 1.9 | 5 | 0.3 | -6 | -1 | -13 | 107
Cc1cccc(NC(=O)C2C3CCCCC32)c1 (centres undefined) | 1 | 7 | -3 | -2.9 | 38 | 0.8 | 1 | 0 | 15 | 102
Cc1ccc(-c2cc(C(=O)NNC(=O)c3csc(N4CCOCC4)n3)c3ccccc3n2)cc1 | -2 | 2 | -10 | -2.0 | 1 | -0.6 | 2 | -2 | 8 | 114
CCS(=O)(=O)N1CCCC(C(=O)Oc2ccc(Br)cc2)C1 (centres undefined) | 2 | 1 | -7 | -0.4 | 3 | -1.1 | -2 | -3 | 2 | 108
COC(=O)c1ccc(CO/N=C/c2ccc(OC)cc2)o1 | 4 | 6 | -8 | -3.1 | 11 | -0.9 | -2 | -7 | 14 | x
CC1CCN(C2=NC(=O)/C(=C/c3cccc(O)c3)S2)CC1 | 0 | 1 | -4 | -4.7 | -15 | -1.2 | -1 | -1 | 21 | 97
Cc1ccc(NC(=O)C2CCCN2C(=O)c2cccs2)c(C)c1 (centres undefined) | 8 | 0 | 2 | -0.4 | 29 | 0.9 | 6 | 3 | 2 | 108
Cc1ccc2[nH]c(-c3ccccc3)cc(=O)c2c1 | -3 | 12 | -6 | -3.0 | 3 | 2.3 | -3 | 3 | 17 | 102
O=C(CCN1CCN(c2ccccc2F)CC1)Nc1ccc2c(c1)OCO2 | 3 | -1 | 6 | -0.7 | -6 | 0.5 | 0 | -4 | 4 | 107
Cc1ccc(N(CC(=O)N/N=C/c2ccc(OC3CSC3)cc2)S(=O)(=O)c2ccccc2)cc1 | 2 | x | -14 | 0.9 | -13 | 0.4 | -4 | 0 | -5 | 95
Cc1ccc(CN2C(=O)CCC2C(=O)NCCCN2CCCCC2C)cc1 (centres undefined) | 14 | x | -11 | 0.2 | 102* | 5.5 | 7 | -1 | -1 | 114
CN(C)CCCN(C(=O)COc1ccc(Cl)cc1)c1nc2cc3c(cc2s1)OCCO3 | 3 | -5 | -2 | -0.2 | 2 | -1.1 | -11 | 2 | 1 | 100
Brc1ccc(C2=NC(Cc3ccccc3)CO2)cc1 (centres undefined) | -3 | 20 | 6 | -0.6 | 33 | -1.6 | 1 | -1 | 3 | 102
Cc1ccc(NC(=O)C2CCN(S(=O)(=O)c3ccccc3)CC2)cc1 | 1 | 1 | 0 | 0.4 | -20 | -0.9 | 2 | -5 | -2 | 120
Cc1cccc(NC(=S)NC2CC3C=CC2C3)c1 (centres undefined) | 3 | -4 | -4 | 0.1 | 12 | -2.0 | 6 | 1 | 0 | 119

Printed as active in Arr AP2 block (from the list above):
SMILES | V-ATPase pH | Wnt bcat act | Cardiac RTF inh | OPRM1-OPRD1 ag | Arr AP2 block | LANA DNA inh | RTF Ca sens act | Keap1 Nrf2 FP | OPRM1-OPRD1 inv | Pemphigus Ab inh
Cc1ccc(CN2C(=O)CCC2C(=O)NCCCN2CCCCC2C)cc1 (centres undefined) | 14 | x | -11 | 0.2 | 102* | 5.5 | 7 | -1 | -1 | 114
